MT stabilize HCS – microtubule stabilizers in HeLa cells. HeLa tubulin immunostaining HCS, 24 h; share of cells brighter than vehicle mean+2SD. % tubulin-high responders, % at 10 µM. actives 0.83% (n = 200,000). AID 2205;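 active = plate Z-score above 3 for both tubulin-high and condensed-nucleus cell shares, with cell loss under 80%, at 10 µM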;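 note: anti alpha tubulin signal scored within the nucleus-defined area of each cell; some results filed as inactive read as strong as hits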
Ins promoter up – MIN6 insulin promoter up-regulation. MIN6 insulin promoter-GFP reporter, high-content imaging; active compounds read high. z-score at 5 µM. actives 0.3% (n = 190,000). AID 1625;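 active = z-score above 3 at 5 µM with at least 500 cells counted in the well; inconclusive = wells under 500 cells, flagged as cytotoxic or low count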
Autophagy mod – autophagy modulation, high-content screen; MEF GFP-LC3 puncta imaging; test concentration mostly 10 µM; calls only at 10 µM (by protocol); actives 0.98% (n = 190,000);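 active = percentage of spot-positive cells more than 3 SD above its plate mean, without a fluorescence outlier flag or 80% toxicity; inconclusive = no clear call, values can overlap the other calls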;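 note: spot-positive cell cutoff set from DMSO-treated cells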
Dynein cargo inh – dynein cargo transport inhibition | 3617.4 mouse cells, GR-EGFP nuclear translocation imaging; test concentration mostly 20 µM; stimulated with dexamethasone, 1 µM; active compounds read low | z-score, hits read low | actives 0.47% (n = 220,000) | AID 1381;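 active = plate z-score of nuclear minus cytoplasmic receptor signal below a set negative limit, without overly bright fluorescence or cell loss, cut at about -3.5 in these data, passing the limit was not always enough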;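 note: z-score of nuclear minus cytoplasmic ring GR-EGFP intensity difference per well; some compounds called inactive have numbers as strong as hits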
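medium = tetracycline-free induction medium containing charcoal-stripped FBS | probe or stimulus = dexamethasone, 1.0 µM final | timing = 48 h induction, then 1 h compound, then 30 min agonist, 37 °C | detection = automated 10x imaging of fixed Hoechst-stained cells | read-out basis = nuclear versus cytoplasmic GR-EGFP signal, averaged per well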
Hep lipid drop – modulators of hepatic lipid droplet formation. actives 0.4% (n = 240,000). inhibition, % at 6.5 µM. AML12 mouse hepatocytes, oleate lipid droplets, BODIPY imaging;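 active = lipid droplet intensity inhibited by at least 50%, with more than 500 cells counted; inconclusive = wells with under 300 cells, treated as cytotoxic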
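Assay system: AML12 hepatocytes (mouse); Probe or stimulus: oleic acid at 100 µM to induce lipid droplet formation; Dosing: compound at 6.5 µM only; Schedule: compound with oleate, overnight; Detection: fluorescence imaging, 20x objective, two fields per well; Measure: % inhibition of lipid droplet signal.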
ER stress rescue – protection against thapsigargin-triggered cell killing – 384-well, CSM14.1, ATP luminescence, primary screen (AID 1222) | 190,000 tested, under 10 active | cellular ATP content (survival), % at 20 µM, or EC50 in µM where a hit was titrated | CSM14.1 thapsigargin-induced death rescue, ATP luminescence; higher % means a stronger effect;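 active = EC50 below 50 µM in the dose-response confirmation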;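 note: death triggered by thapsigargin at about 15 µM added after 2 h compound pretreatment; cell ATP read after overnight thapsigargin exposure of roughly 18 to 22 hours; normalized against plate controls of thapsigargin alone and 5% DMSO vehicle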
P. falciparum M17LAP – P. falciparum M17LAP inhibitors, primary screen, biochemical, fluorogenic H-Leu-NHMec substrate, 1536-well (AID 1619); actives 0.38% (n = 220,000); one-dose inhibition, % at 30 µM; IC50 in µM for titrated hits; recombinant M17LAP, H-Leu-NHMec fluorogenic kinetic assay; higher % means a stronger effect;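 active = compound inhibiting the enzyme by more than half at any dose during confirmatory dose-response retesting; inconclusive = strong single-dose inhibitors picked by rank but not retested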;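 note: plate controls were full reaction with DMSO carrier for no effect and no enzyme background for full effect; strong numbers were not always called active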
Yfh1-off respiration – enhancers of respiration in Yfh1-depleted yeast, dose response, Friedreich's ataxia, plus single-dose screen (AID 1465); fold induction at 50 µM, or EC50 in µM where a hit was titrated; S. cerevisiae Yfh1-off respiration, WST-1 reduction, 72 h; higher fold induction means a stronger effect; actives 0.074% (n = 220,000);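 active = fold induction of absorbance versus untreated yeast above a set limit, then at least 30% activation at any dose in follow-up; inconclusive = repeats straddling the limit, or above it without dose testing; inactive = fold induction below the set limit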;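 note: activators that raise dye reduction in frataxin-depleted yeast; strong numbers were not always called active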
M1AAP inhibition – P. falciparum M1AAP inhibitors, biochemical, fluorogenic H-Leu-NHMec substrate, 1536-well (AID 1445) | recombinant M1AAP, H-Leu-NHMec fluorogenic kinetic assay; higher % means a stronger effect | inhibition, % at 30 µM; hits with a dose series show IC50 in µM | actives 0.42% (n = 220,000);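 active = primary inhibition above the hit cutoff, then over 50% inhibition at one or more dose response concentrations, cut at about 23% in these data, passing the limit was not always enough; inconclusive = conflicting primary data, or primary hits not chosen for dose response; inactive = low primary inhibition, or under 50% at every dose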;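 note: plate controls were DMSO full reaction for no effect and no enzyme background for full effect; strong numbers were not always called active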
Dynein cargo inh cytoplasmic EGFP – second read-out of Dynein cargo inh, no call of its own (marks repeat the call); z-score; measured here: cytoplasmic GR-EGFP intensity; active compounds read high
Dynein cargo inh nuclear GR-EGFP – second read-out of Dynein cargo inh, no call of its own (marks repeat the call); z-score; measured here: nuclear GR-EGFP intensity;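 lower value marks the stronger effect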
Dynein cargo inh cell count – second read-out of Dynein cargo inh, no call of its own (marks repeat the call); z-score; measured here: cell count per field
Ins promoter up cell count – also measured in Ins promoter up; calls as there; cell count; measured here: cytotoxicity, nuclei count;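 total cells summed across four imaged fields per well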
Hep lipid drop cells 6.5 µM – further read-out of Hep lipid drop, marked with its call; cell count; measured here: cell count, cytotoxicity flag;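 cells counted across two imaged fields per well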
MT stabilize HCS Hoechst-high % – recorded beside MT stabilize HCS, whose call it bears; % Hoechst-high responders; measured here: nuclear condensation Hoechst responders;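 share of cells brighter than vehicle mean plus two SD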
MT stabilize HCS cytotoxicity % – further read-out of MT stabilize HCS, marked with its call; toxicity, %; measured here: cytotoxicity by cell density;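 0% = mean cell density of plate MIN control wells and 100% = no cells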
Autophagy mod cell loss 18 h – also measured in Autophagy mod; calls as there; toxicity, %; measured here: cell loss, nuclei count;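 cell loss after 18 h compound exposure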
* = called active by the depositor; i = inactive; ? = inconclusive; / = not tested or not shown.

item | Compound | Dynein cargo inh cell count | Dynein cargo inh | MT stabilize HCS Hoechst-high % | Ins promoter up | M1AAP inhibition | MT stabilize HCS cytotoxicity % | Yfh1-off respiration | Ins promoter up cell count | ER stress rescue | Dynein cargo inh cytoplasmic EGFP | Autophagy mod | MT stabilize HCS | P. falciparum M17LAP | Hep lipid drop cells 6.5 µM | Autophagy mod cell loss 18 h | Hep lipid drop | Dynein cargo inh nuclear GR-EGFP
1 | Cc1cc(C)n2nc(SCC(=O)N(C)c3ccccc3)nc2n1 | 0.59 | 0.64 | 1.2 | 0.47 | 0% | 4.3 | i | 1827 | -2.6% | -0.23 | i | 2.1 | -8% | 691 | -15 | 1 | 0.42
2 | COc1cc(/C=C/C(=O)OCC(=O)NCc2cccs2)ccc1OC(F)F | -0.42 | 0.68 | 2.3 | 0.35 | 5% | 8.7 | i | 1344 | -1.2% | -0.28 | i | 2.6 | -5% | 640 | 11 | -2 | 0.17
3 | CCOC(=O)c1ccc2nc(NC(C)=O)sc2c1 | -1.5 | 0.72 | 1.5 | -1.1 | 2% | 5.5 | i | 1354 | -1.1% | -0.16 | i | 4.2 | -1% | 669 | -3 | 2 | 0.57
4 | O=C(CN1C(=O)NC(Cc2ccccc2)C1=O)Nc1ccc(F)cc1 (centres undefined) | 0.19 | 0.014 | 2.1 | -1.3 | 1% | 2.0 | i | 1036 | -0.8% | -0.25 | i | 2.2 | 5% | / | 12 | / | 0.65
5 | O=C(Nc1ccccc1)c1cccc(S(=O)(=O)Oc2ccc([N+](=O)[O-])cc2)c1 | 1.3 | 0.23 | 1.6 | 0.31 | 7% | 12 | i | 1308 | 0.6% | -0.2 | i | 5.1 | 18% | 667 | 10 | 1 | 0.18
6 | N#C/C(=C\C1CC=CCC1)c1nc2ccccc2[nH]1 (centres undefined) | 0.15 | -0.16 | 1.9 | ? | 1% | 2.7 | i | / | -1.4% | -0.23 | i | 1.6 | 4% | / | -2 | / | 0.3
7 | CCOC(=O)CS(=O)(=O)c1ccc(C(F)(F)F)cn1 | 0.71 | -0.17 | 2.2 | -0.53 | -1% | 6.0 | i | 1506 | -1.4% | -0.22 | i | 1.5 | -9% | 649 | -4 | 0 | -0.56
8 | C=CCn1c(=O)/c(=C\c2ccsc2)s/c1=C(/C#N)C(=O)NCCN1CCOCC1 | -0.94 | 1 | 2.3 | 0.59 | -1% | 4.2 | i | 1832 | 0.5% | -0.19 | i | 5.3 | -6% | 685 | 7 | 0 | 1
9 | COCCN1C=C2C(=O)C(C)(OC(=O)CCc3ccccc3)C(=O)C=C2C=C1c1ccc(C#N)cc1 (centres undefined) | 0.27 | -1 | / | -0.78 | 5% | / | i | 1075 | / | -0.76 | / | / | 3% | 743 | / | -3 | -0.42
10 | Cc1ccc(-n2nnnc2SCc2nnc(-c3ccccc3Br)o2)cc1 | -0.3 | -0.43 | 2.4 | -0.17 | 2% | 6.3 | i | 1256 | 2.1% | 0.01 | i | 3.6 | 2% | / | 17 | / | 0.038
11 | CC1CCc2nn(CC(=O)Nc3c(F)cc(F)cc3Br)cc2C1 (centres undefined) | -0.11 | -0.32 | 2.9 | -0.06 | 3% | 8.2 | i | 953 | -0.5% | -0.16 | i | 2.3 | 8% | / | 11 | / | -0.11
12 | Cn1c2ccccc2c2cc([N+](=O)[O-])ccc21 | 0.53 | -0.14 | / | 0.75 | 3% | / | i | 1100 | / | -0.031 | / | / | 18% | 753 | / | 1 | 0.068
13 | COC(=O)CC(=O)CSc1nc(C)cc(C)c1C#N | 0.34 | -0.17 | 1.2 | -0.68 | -3% | 4.5 | i | 1313 | 2.0% | -0.2 | i | 2.0 | -34% | 777 | 6 | 13 | -0.26
14 | CCOC(=O)C1(CCOc2ccccc2)CCN(Cc2ccncc2)CC1 | -1.6 | -0.18 | 2.9 | -0.78 | 2% | 7.2 | i | 1623 | -2.0% | -0.042 | i | 3.8 | 3% | 685 | 4 | -14 | 0.035
15 | O=C(COC(=O)Cc1ccc(S(=O)(=O)N2CCOCC2)s1)Nc1ccc2c(c1)OCO2 | 0.73 | 0.1 | 2.4 | 0.94 | 5% | 7.7 | i | 757 | 0.9% | -0.23 | i | 2.8 | -9% | 750 | -2 | -1 | 0.094
16 | Cc1ccc(C(=O)CN(C(=O)c2ccc(Cl)cc2)N2C(=O)c3ccccc3C2=O)cc1 | 0.61 | -1.1 | 2.2 | -0.45 | -1% | 5.1 | i | 1514 | -1.0% | 0.026 | i | 2.6 | -6% | / | 12 | / | 0.12
17 | CC(=O)N1c2c(cc(Br)cc2S(=O)(=O)NCC2COc3ccccc3O2)CC1C (centres undefined) | -0.31 | -0.5 | 1.0 | / | 10% | 6.1 | i | / | -2.6% | -0.24 | i | 2.0 | 6% | / | -5 | / | -0.19
18 | CC(=O)Nc1ccc(-c2ccnc(-c3ccc(NC(C)=O)cc3)n2)cc1 | 0.48 | -0.28 | 1.9 | -0.05 | / | 7.6 | i | 1321 | -0.5% | -0.2 | i | 1.9 | / | 738 | -6 | -4 | 0.33
19 | O=C(CSc1nc2ccccc2s1)N/N=C/c1cc([N+](=O)[O-])ccc1O | -2.4 | 2.9 | / | 0.1 | 22% | / | i | 1017 | / | -0.14 | / | / | 24% | 723 | / | -3 | 1.4
20 | CCCCCC(=O)Nc1c(-c2ccc(OC)cc2)c(=O)c2ccccc2n1C | -1.2 | -0.081 | 1.2 | 0.68 | 0% | 6.5 | i | 895 | -1.4% | 0.15 | i | 1.3 | -4% | 786 | -16 | 4 | 0.34
21 | CC(=O)c1nc(N2C(=O)CC(Cc3cccc(C)c3)C2=O)sc1C (centres undefined) | -2 | 1.8 | 1.3 | 0.01 | 16% | 3.7 | i | 1636 | 6.1% | -0.11 | i | 2.8 | 22% | / | -1 | / | 0.78
22 | COc1cc(-c2cc(C(=O)Nc3ccc(N4CCOCC4)cc3)c3ccccc3n2)cc(OC)c1OC | 0.15 | 0.012 | / | -0.34 | 3% | / | i | 1483 | / | -0.24 | / | / | 2% | 676 | / | -5 | -0.097
23 | O=C(NCc1ccco1)c1ccc(Cn2c(=O)c3sccc3n(Cc3ccc(F)cc3)c2=O)cc1 | 0.095 | -0.73 | 2.9 | -0.99 | 4% | 6.8 | i | 947 | 6.1% | -0.16 | i | 2.6 | 19% | / | 10 | / | -0.4
24 | C[C@@H]1NC(=O)c2cc([N+](=O)[O-])cc(I)c2OCC[C@@H](C(N)=O)NC(=O)[C@H](CCCCN)NC1=O | 0.39 | 1.2 | 2.9 | 1.4 | 13% | 9.1 | i | 1153 | -5.6% | -0.26 | i | 3.0 | 22% | 732 | -71 | -4 | 0.84
25 | O=C(COC(=O)/C=C/C(=O)OCC(=O)Nc1ccccc1F)Nc1ccccc1F | 0.36 | -0.68 | / | 0.94 | -1% | / | i | 1394 | / | -0.25 | / | / | 0% | 744 | / | -6 | -0.55
26 | CC(C)N(C(=S)Nc1cccc(S(=O)(=O)N(C)C)c1)c1ccccc1 | -2.5 | 2.2 | / | -0.19 | 8% | / | i | 1065 | / | -0.038 | / | / | -8% | 705 | / | 17 | 1
27 | CC(=O)Nc1ccc(NC(=O)CSc2nnc(C3CC3)n2C)cc1 | -0.0098 | 0.082 | 2.1 | 0.54 | 3% | 9.9 | i | 1181 | -1.4% | -0.19 | i | 2.4 | 3% | / | -4 | / | 0.027
28 | CCC(C)NC(=O)CN(c1cc(C)cc(C)c1)S(=O)(=O)c1c(C)[nH]c(=O)[nH]c1=O (centres undefined) | 1.3 | -0.26 | / | -0.49 | -2% | / | i | 1018 | / | -0.15 | / | / | -8% | 693 | / | -4 | 0.33
29 | Cc1ccccc1Nc1nc(N)nc(COC(=O)c2cccc(S(=O)(=O)N(C)c3ccccc3)c2)n1 | -2.4 | 2.3 | 4.4 | 0.6 | -4% | 1.2 | i | 1312 | 1.7% | 0.052 | i | 4.1 | -6% | 669 | 8 | -10 | 1.6
30 | COC(=O)c1ccc(N2CCCCC2)c(NS(=O)(=O)c2ccc(C)cc2)c1 | 1.1 | -1.4 | 1.9 | -0.89 | 2% | 7.6 | i | 790 | 4.5% | 0.15 | i | 2.1 | 1% | 777 | 11 | -19 | -0.64
31 | O=C(Nc1ccc2sccc2c1)c1cccc(N2C(=O)CCC2=O)c1 | 0.09 | 0.36 | 2.2 | 0.41 | 3% | 5.7 | i | 1348 | -1.5% | -0.29 | i | 4.7 | 0% | 713 | 10 | 12 | 0.69
32 | O=C(CSc1n[nH]c(=O)[nH]c1=O)c1ccc(Cl)cc1Cl | 0.084 | 0.074 | / | 0.34 | 10% | / | i | 1036 | / | -0.18 | / | / | 24% | 724 | / | 15 | 0.055
33 | CCOC(=O)CCNC(C(=O)OCC)c1ccccc1 (centres undefined) | -0.91 | 0.91 | 1.3 | 0.15 | 0% | 7.7 | i | 942 | 1.7% | 0.34 | i | 1.4 | 5% | 805 | -4 | 5 | 1.1
34 | CCOC(=O)C1CCN(c2nc3ccccc3n2CC(=O)c2ccccc2)CC1 | 0.9 | -0.47 | 1.6 | 0.42 | 5% | 0.1 | i | 1243 | 1.2% | -0.18 | i | 1.5 | 7% | 676 | -5 | 25 | -0.54

Assay outcomes as filed in PubChem BioAssay.
